CHT inh: inhibits the human high affinity choline transporter; Q9GZV3; CHT-expressing cells, membrane potential dye, choline response; hits give low values; B-score at 10 µM; actives 0.86% (n = 310,000); AID 488975;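 active means B-score over 3 SD under the library average, and starting fluorescence ratio not unusually high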;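 further: choline stimulus applied at its EC90 after an EC20 pre-addition; B-score computed on integrated fluorescence ratio after choline addition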
Target sequence (Q9GZV3 whole entry, looked up): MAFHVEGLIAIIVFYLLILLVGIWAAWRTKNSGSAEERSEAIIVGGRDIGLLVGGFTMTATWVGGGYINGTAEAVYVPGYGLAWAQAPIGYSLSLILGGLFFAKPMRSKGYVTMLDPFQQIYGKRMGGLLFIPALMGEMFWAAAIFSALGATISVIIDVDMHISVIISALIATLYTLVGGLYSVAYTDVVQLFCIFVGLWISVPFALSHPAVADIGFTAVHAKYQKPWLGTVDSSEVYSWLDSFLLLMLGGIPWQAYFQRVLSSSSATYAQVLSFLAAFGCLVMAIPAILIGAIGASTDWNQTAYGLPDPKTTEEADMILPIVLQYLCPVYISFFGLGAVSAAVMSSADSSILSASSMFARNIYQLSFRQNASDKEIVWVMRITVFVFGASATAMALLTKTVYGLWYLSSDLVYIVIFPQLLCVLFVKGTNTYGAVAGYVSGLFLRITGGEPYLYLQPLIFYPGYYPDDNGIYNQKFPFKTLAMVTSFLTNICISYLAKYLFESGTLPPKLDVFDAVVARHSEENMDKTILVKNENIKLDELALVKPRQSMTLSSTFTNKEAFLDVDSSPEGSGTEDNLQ
Kir21 inh: inhibitors of mouse Kir2.1 inward-rectifier potassium channel; P35561; AID 1672; actives 0.85% (n = 310,000); HEK293-Kir2.1, FluxOR thallium flux fluorescence; hits give low values; B-score at 10 µM;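 active means fluorescence ratio B-score at or below minus 3 SD of library scores, with starting-brightness B-score within 2 SD, cut at about -4.2 in these data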;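 further: channel flux triggered by added potassium and thallium sulfate stimulus; B-score of peak minus minimum fluorescence over baseline after thallium stimulus; more negative B-score means stronger Kir2.1 block with less thallium influx; some compounds called inactive have numbers as strong as hits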
Target sequence (P35561 whole entry, looked up): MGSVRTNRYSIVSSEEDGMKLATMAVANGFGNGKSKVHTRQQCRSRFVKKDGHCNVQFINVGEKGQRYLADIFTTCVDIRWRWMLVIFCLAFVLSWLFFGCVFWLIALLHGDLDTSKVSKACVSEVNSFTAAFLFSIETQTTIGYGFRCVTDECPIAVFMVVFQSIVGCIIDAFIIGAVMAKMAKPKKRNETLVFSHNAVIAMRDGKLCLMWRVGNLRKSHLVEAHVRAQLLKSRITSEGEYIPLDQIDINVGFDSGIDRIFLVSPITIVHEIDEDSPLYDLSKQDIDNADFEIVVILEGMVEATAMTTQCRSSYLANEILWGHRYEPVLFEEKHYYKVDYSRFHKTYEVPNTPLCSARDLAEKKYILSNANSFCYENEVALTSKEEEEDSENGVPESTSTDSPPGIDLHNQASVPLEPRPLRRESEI
* = called active by the depositor; i = inactive; / = no result given. Outcome played no part in choosing rows, and some 1.6% of all compounds hit somewhere here.

item	CHT inh	Kir21 inh	SMILES
1	i	-0.02	OC(COCC1COc2ccccc2O1)CN1CCN(c2ccccn2)CC1 (stereo not given)
2	i	-3.5	COc1cccc(-c2nnc(SCC3CNC(=O)O3)n2-c2ccc(Cl)cc2)c1 (stereo not given)
3	i	-0.01	O=C(CSc1nc2ccsc2c(=O)n1NC(=O)c1ccccc1)NCc1ccco1
4	i	-1.4	O=C(CCCC(=O)N(CC(=O)NC1CCCCC1)c1ccc(F)cc1)Nc1ccccn1
5	i	-0.43	Cc1cc(NC(=O)CC23CC4CC(C2)CC(CC(=O)Nc2cc(C)on2)(C4)C3)no1
6	i	-0.02	COc1cc(OC)cc(C(=O)NC(C)CNc2ccc(Cl)cc2[N+](=O)[O-])c1 (stereo not given)
7	i	-0.07	Cc1cc(C)c(-c2csc(NC(=O)c3n[nH]c(=O)c4ccccc34)n2)c(C)c1
8	i	1.4	COc1ccc(CCN(C)C(=O)N2CCOCC2)cc1OC
9	i	-0.31	NC(=O)Cn1c(=O)n(C2CCCCC2)c(=O)c2c3c(sc21)CCCCC3
10	i	-0.01	CC1(C)CC2CC(C)(CN2S(=O)(=O)c2ccc(C(=O)Nc3cccc(S(=O)(=O)N4CCOCC4)c3)cc2)C1 (stereo not given)
11	i	-1.9	CS(=O)(=O)N1CCN=C1SCc1ccc(F)cc1
12	i	1.2	CCOc1cc(CNc2cccc3ccccc23)cc(Br)c1OCC(=O)NC(C)(C)C
13	i	0.86	CN1CCN(c2ncccc2S(=O)(=O)N2CCCCC2)CC1
14	i	0.63	CC(C)CNC(=S)N1CCC(Cc2ccccc2)CC1
15	i	-0.51	COc1cc(C(=O)N/N=C/c2cn(Cc3ccccc3)c3ccccc23)ccc1O
16	i	0.11	CC(C)(C)n1nc2c(c1NC(=O)c1c(F)cccc1F)CS(=O)(=O)C2
17	i	-0.23	CC1CN(C(=O)CCNC(=O)c2ccc(Cl)cc2)CC(C)O1 (stereo not given)
18	i	1.1	N/C(COc1cccc(Cl)c1)=N\NS(=O)(=O)c1ccccc1
19	i	0.85	O=c1c2ccccc2nnn1CSc1nnc(Nc2ccccc2)s1
20	i	-3.4	Cc1onc(-c2ccccc2Cl)c1C(O)c1ccc(F)cc1 (stereo not given)
21	i	-0.45	COc1ccc(-n2nc3c(N4CCC(C(=O)N5CCC(C)CC5)CC4)nnc(C)c3c2C)cc1
22	i	0.49	COc1ccc(-c2c[n+]3c4n2CCCCC4=C(c2ccc(Br)cc2)C3)cc1
23	i	-0.83	CCn1nc(C)c(CN2CCN(Cc3cccc(OC)c3)C(CCO)C2)c1C (stereo not given)
24	i	-1.5	CCCCCNCc1ccc(OCc2ccc(Cl)nc2)c(OC)c1
25	i	-0.54	Cn1c(C(C#N)C(=O)Cc2cccc3ccccc23)nc2ccccc21 (stereo not given)
26	i	-1.6	CC(=O)Oc1ccc(-c2csnn2)cc1
27	i	0.04	Cc1cc(C)cc(C(=O)Nc2ccc(NC(=O)Cc3ccccc3)cc2)c1
28	i	0.61	O=C(Nc1ccc(F)cc1)Nc1sccc1-c1nc2ccccc2s1
29	i	-0.04	Cc1nc2sccn2c(=O)c1S(=O)(=O)N1CCN(c2cccc(Cl)c2)CC1
30	i	-1.3	N#CC1=C(SCC(=O)NC2CC2)NC(=O)C(C#N)C12CCCCC2 (stereo not given)
31	i	-0.24	CCn1c(CCNC(=O)c2cccs2)nnc1SCC(=O)c1ccc(OC)cc1
32	i	0	COc1ccc(NC(=O)C(c2cc3c(cc2[N+](=O)[O-])OCO3)N(C)c2ccccc2)cc1 (stereo not given)
33	i	-4.8*	COC(=O)Oc1c(Br)c(=O)oc2ccccc12
34	i	-0.21	O=C1c2ccc(Oc3cccc([N+](=O)[O-])c3)cc2C(=O)N1c1ccccn1
35	i	3.3	CN(C)CCn1c(=O)n(C2CCCCC2)c(=O)c2c3c(sc21)CCCCC3
36	i	-1.5	CCCCn1c(=O)[nH]c2nc3cc(NC(C)=O)ccc3nc2c1=O
37	i	-0.96	CC(C)C[C@H](NC(=O)c1[nH]cnc1C(=O)N[C@@H](C)C(=O)OCc1ccccc1)C(=O)OC(C)(C)C
38	i	-1.9	C#CCN1C(=O)C(O)(CC(=O)/C=C/c2ccco2)c2ccccc21 (stereo not given)
39	i	-1.5	Cc1cc(NC(=O)c2cnn3cccnc23)n(-c2ccccc2)n1
40	i	-0.64	C=CCc1cc(/C=N\NC(=O)CSc2nnc(CCCc3ccc(OC)c(C)c3)o2)cc(OC)c1O
41	i	0.04	Nc1ccc(Br)c2cccnc12
42	i	0.31	CC(CN1c2ccccc2Sc2ccccc21)N(C)C (stereo not given)
43	i	0.2	Cc1ccc(-c2nn(-c3ccccc3)cc2/C=N/n2c(-c3cccs3)n[nH]c2=S)cc1
44	i	0.05	COc1ccc(C(=O)Nc2ccc3c(c2)C(=O)N(C)C3=O)cc1OC
45	i	0.1	COc1ccc2nc(NC(=O)Cn3cnc4c(=O)n(C)c(=O)n(C)c43)sc2c1
46	i	-0.01	Cc1ccc2c(c1)C1(OCCCO1)C(=O)N2CC#N
47	i	0.28	Cc1ccc(C(=O)Cn2nnc(-c3ccccc3-n3cnnn3)n2)cc1
48	i	0.4	CC1CN(C(=O)/C=C/c2ccc(SC(F)F)cc2)CC(C)O1 (stereo not given)
49	i	1.1	CCOc1ccc(C(=O)Oc2cc(C)[nH]c(=O)c2[N+](=O)[O-])cc1
50	i	1.6	CNC(=O)CSc1nnc(-c2ccc3c(c2)OCO3)n1C
51	i	-0.73	CC1=C(C(=O)Nc2ccccc2)C(c2ccco2)n2ncnc2N1 (stereo not given)
52	i	0.55	NC(=O)C1CCN(C(=O)C(=O)c2cn(CC(=O)N3CCCC3)c3ccccc23)CC1
53	i	-1.1	COc1ccc(/C=C/C(=O)c2ccc(O)cc2)cc1
54	i	-1.5	Cc1ccc(NC(=S)NNC(=S)NCc2ccccc2)cc1
55	i	-1.5	COc1ccc(CCNC(=O)CNS(=O)(=O)c2ccc(Cl)cc2)cc1
56	i	-0.27	COc1ccc(CCNC(=O)C(C)OC(=O)c2ccco2)cc1OC (stereo not given)
57	i	-0.06	O=[N+]([O-])c1ccc2[nH]c(O)c(N=Nc3ccc(F)cc3)c2c1
58	i	0.07	C=CCNC(=O)C1CC(=O)N(c2ccc(OCC(=O)Nc3ccc(OC)cc3)cc2)C1 (stereo not given)
59	i	-0.69	CCCOC(=O)c1ccc(NC(=O)CCOc2ccccc2)cc1
60	i	-1.1	Cc1cc(-c2ccccc2)c(C#N)c(=S)[nH]1

Entries shown so far that have a tert-butyl group, in the order listed:
item	CHT inh	Kir21 inh	SMILES
12	i	1.2	CCOc1cc(CNc2cccc3ccccc23)cc(Br)c1OCC(=O)NC(C)(C)C
16	i	0.11	CC(C)(C)n1nc2c(c1NC(=O)c1c(F)cccc1F)CS(=O)(=O)C2
37	i	-0.96	CC(C)C[C@H](NC(=O)c1[nH]cnc1C(=O)N[C@@H](C)C(=O)OCc1ccccc1)C(=O)OC(C)(C)C

Returning to the listing; the two compounds before the break are reprinted first.
item	CHT inh	Kir21 inh	SMILES
59	i	-0.69	CCCOC(=O)c1ccc(NC(=O)CCOc2ccccc2)cc1
60	i	-1.1	Cc1cc(-c2ccccc2)c(C#N)c(=S)[nH]1
61	i	0.76	N/C(CCS(=O)(=O)c1ccc(Cl)cc1)=N\OC(=O)c1ccc(Cl)cc1
62	i	-0.83	CS(=O)(=O)Nc1ccc(C(=O)N2CC(=O)Nc3ccccc32)cc1
63	i	-1.2	CCOc1ccccc1NC(=O)Cn1nnc(C(=O)NCc2cccs2)c1N
64	i	-1.1	Cc1nc2c(=O)n(C)c(=O)[nH]c2n1Cc1ccccc1
65	i	-0.36	CCOCCCNC(=O)c1ccc(Cn2c(=S)[nH]c3c([nH]c4ccc(OC)cc43)c2=O)cc1
66	i	-0.92	O=C(NCCc1csc(-c2cccnc2)n1)c1cccs1
67	i	/	COc1ccc2c(c1)C(=O)CC(c1ccccc1F)O2 (stereo not given)
68	i	0.6	CC1CN=C(NC(=O)c2cccc([N+](=O)[O-])c2)S1 (stereo not given)
69	i	0.08	OCC[C@@H]1C[C@@H](O)[C@H](O)[C@]2(CCCc3ccccc3O2)O1
70	i	-0.37	COc1ccc(-c2cc(C(=O)OC3CCOC3=O)c3ccccc3n2)cc1 (stereo not given)
71	/	2	CCOc1ccc(C(=O)NCC2CCN(CC3CCCCC3)CC2)cc1
72	i	0	Cn1c(NC(=O)c2ccc(Cl)s2)cc(=O)n(C)c1=O
73	i	/	COc1cc(NC(=O)[C@@H]2CCCN2S(=O)(=O)c2cccc3cccnc23)cc(OC)c1OC
74	i	0.91	O=C(Nc1ccccc1F)c1ccc(COc2ccc(Cl)cc2Cl)o1
75	i	-0.7	Cc1cccc(Cc2cnc(N3C(=N)SC(c4ccccc4)C3=O)s2)c1 (stereo not given)

4 of these compounds, reformatted:
(72) Cn1c(NC(=O)c2ccc(Cl)s2)cc(=O)n(C)c1=O
  CHT inh: i; Kir21 inh: 0

(62) CS(=O)(=O)Nc1ccc(C(=O)N2CC(=O)Nc3ccccc32)cc1
  CHT inh: i; Kir21 inh: -0.83

(74) O=C(Nc1ccccc1F)c1ccc(COc2ccc(Cl)cc2Cl)o1
  CHT inh: i; Kir21 inh: 0.91

(65) CCOCCCNC(=O)c1ccc(Cn2c(=S)[nH]c3c([nH]c4ccc(OC)cc43)c2=O)cc1
  CHT inh: i; Kir21 inh: -0.36

The listing continues.
item	CHT inh	Kir21 inh	SMILES
76	i	0.28	CCCCCOc1ccc(C(=O)NC(CCC)C(=O)O)cc1 (stereo not given)
77	i	0.45	CCN=c1scc(C)n1/N=C/c1ccc(O)c(O)c1O
78	i	-0.13	O=[N+]([O-])c1ccc(O)c(CN2CCCCCC2)c1
79	i	-0.02	COc1ccc(C(=O)N/N=C(/C)c2cccc(NC(=O)C(F)(F)F)c2)cc1
80	i	-0.61	COC(=O)C1=C(C(=O)OC)[C@@H]2N(C)c3ccc(OC)cc3[C@@]23C[C@@H](C(=O)OC)N=C3N1
81	i	2.4	Cc1ccc(Nc2nnc(SCc3cc(=O)n4cc(C)ccc4n3)s2)cc1
82	i	0.25	COc1ccc(NC(=S)N(Cc2ccc(C(=O)O)cc2)Cc2ccc(OC)c(OC)c2)cc1
83	i	0.41	Cc1ccc(NC(=O)CN(C)S(=O)(=O)c2cccc3nsnc23)cc1
84	i	0.67	CCOC(=O)c1ccc(NC(=O)Nc2ncc(Cl)cc2Cl)cc1
85	i	2	CCOC(=O)N1CCN(S(=O)(=O)c2ccc3c(c2)CC(C)N3C(C)=O)CC1 (stereo not given)
86	i	-0.3	CN(NC(=O)C(C)(C)C)c1nc(-c2ccccc2)nnc1C(F)(F)F
87	i	-2	COc1cc2c(cc1OC)-c1cc(Nc3ccccc3)nc(=O)n1CC2
88	i	0.39	COC(C[C@H](O)C[C@H](O)[C@@H](C)OCc1ccccc1)OC
89	i	-0.2	FC(F)(F)c1cc(-c2cccs2)nc2ncnn12
90	i	0.15	CC(C)C(C)(C#N)NC(=O)CSc1nc(C2CCCCC2)n(-c2ccccc2)n1 (stereo not given)
91	i	1	COc1ccccc1N1CCN(c2ncnc3sc(C)c(-c4ccccc4)c23)CC1
92	i	-0.25	O=c1c2c(nc3nc(NCc4ccc(Cl)cc4)[nH]n13)CCC2
93	i	-0.07	CCNC(=S)SCCOc1ccccc1C
94	i	0.52	Cc1cccc(C)c1NC(=O)CN(C)C(=O)c1ccc2nc[nH]c2c1
95	i	-1.4	COc1ccc(C2CC(c3ccccc3)n3nnnc3N2)cc1 (stereo not given)
96	i	-2.8	CSCC[C@H](NC(=O)[C@H]1CC[C@H](CNC(=O)[C@@H](N)Cc2ccccc2)CC1)C(=O)O
97	i	1.4	COCCCn1c(=O)c2sccc2n2c(CCCC(=O)N(C)Cc3ccco3)nnc12
98	i	-0.01	O=C(N/N=C/c1ccc2c(c1)OCO2)c1ccc2c(c1)OCO2
99	i	-0.07	COC(=O)C(C(=O)OC)N1C(=O)CCC1=O
100	i	-0.53	CC(Oc1cc2oc(=O)c3c(c2cc1Cl)CCC3)C(=O)NCc1cccnc1 (stereo not given)
101	i	-9.1	COC(=O)c1ccccc1C(=O)N(c1ccccc1)c1ccccc1
102	i	1.5	Cn1cccc1/C=N\NC(=O)Cc1ccc(Br)c2ccccc12
103	i	-0.04	Cn1ncc(Br)c1C(=O)N1CCOCC1
104	i	-0.83	O=C(C1CCCO1)N1CCN(Cc2nc3ccccc3c(=O)[nH]2)CC1 (stereo not given)
105	i	-1	CN(Cc1ccccc1)C(=O)c1oc(=O)c2ccccc2c1-c1ccccc1
106	i	0.01	O=C(Nc1ccccc1C(=O)O)c1ccc(Br)o1
107	i	-1.2	CCOc1cc(CNc2ccc3c(c2)OCCO3)cc(Br)c1OC
108	-7.1*	-0.2	Nc1cc(N2CCCCCC2)c2nonc2c1[N+](=O)[O-]
109	i	0.4	COc1ccc(CC(=O)N2CCN(c3cccc(Cl)c3)CC2)cc1OC
110	i	0.59	Cc1cc(C)cc(NC(=O)CSc2cc(C(=O)c3nccn3C)c3ccccc3n2)c1
111	i	-0.37	CCOC(=O)c1cnc(SCC(C)C)nc1N
112	i	-1.3	O=C(NCCc1ccccc1)C1CC(=O)N(C2CCCC2)C1 (stereo not given)
113	i	-0.36	Cc1ccc(SCC(=O)NNC(=O)c2ccccc2)c(C)c1
114	i	0.54	CCCCC1C(C#N)=C(C)NC2=C1C(=O)CC(C)(C)C2 (stereo not given)
115	i	-0.91	COc1ccc(N=Cc2c(OC)ccc3ccccc23)cc1
116	i	1.1	COc1cccc2cc(-c3nc4ccccc4o3)c(=O)oc12
117	i	-0.41	CCn1cc(C(=O)N[C@H](C(=O)NCCCn2ccnc2)C(C)C)c(=O)c2cc3c(cc21)OCO3
